SR-BI uptake up: activators of SR-BI mediated DiI-HDL uptake, primary screen, ldlA[mSR-BI] CHO cells, DiI fluorescence; 3 h; 100 = double the neutral-control signal; activation, % at 12.5 µM; 320,000 compounds, 0.096% hits; AID 504775, 2011;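 active = mean replicate activation of at least 60% and every replicate at or above 60%; inconclusive = mean or all-replicate condition met, but not both; inactive = mean below 60% and not all replicates reaching 60%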;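 also: 0% = median plate neutral-control signal and 100% = twice that signal; values of inactives mirror those of a sister screen read the other way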
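system = CHO ldlA[mSR-BI] cells, LDL receptor-null, SR-BI overexpressing | medium = Ham's F12 with 0.5% BSA, HEPES 25 mM, pH 7.4 | probe or stimulus = DiI-HDL 10 µg/mL | compound dosing = single-point compound dose | incubation = compound exposure 3 h, 37 °C | technique = DiI fluorescence, bottom read | read-out = cell-associated DiI fluorescence as measure of HDL uptake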
SR-BI HDL uptake: inhibitors of SR-BI mediated HDL lipid uptake, primary screen, ldlA[mSR-BI] cells, fluorescence, single point. ldlA[mSR-BI] CHO cells, DiI-HDL uptake fluorescence, 3 h. inhibition, % at 12.5 µM. 320,000 compounds, 0.96% hits. AID 488896, 2010;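 active = mean replicate inhibition of at least 70% and a set share of replicates each scoring 70 or more; inconclusive = meets just one of the two criteria; inactive = fails both criteria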;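 also: 0% = median of neutral control wells and 100% = median of positive control wells; values of inactives mirror those of a sister screen read the other way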
dFosB act: activators of delta FosB homodimer, primary screen, biochemical, fluorescence polarization, TAMRA-CDK5 oligo, single point; AID 493131, 2011; 340,000 compounds, 0.99% hits; activation, % at 25 µM; purified delta FosB; percent of positive-control signal above neutral wells;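 active = mean activation above about 17%, with every replicate also reaching it, limit read from the data, passing the limit was not always enough; inconclusive = only one of the two conditions met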;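 also: fluorescence polarization rise as delta FosB binds a TAMRA Cdk5 AP-1 oligo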
Target sequence (P13346 whole entry, looked up): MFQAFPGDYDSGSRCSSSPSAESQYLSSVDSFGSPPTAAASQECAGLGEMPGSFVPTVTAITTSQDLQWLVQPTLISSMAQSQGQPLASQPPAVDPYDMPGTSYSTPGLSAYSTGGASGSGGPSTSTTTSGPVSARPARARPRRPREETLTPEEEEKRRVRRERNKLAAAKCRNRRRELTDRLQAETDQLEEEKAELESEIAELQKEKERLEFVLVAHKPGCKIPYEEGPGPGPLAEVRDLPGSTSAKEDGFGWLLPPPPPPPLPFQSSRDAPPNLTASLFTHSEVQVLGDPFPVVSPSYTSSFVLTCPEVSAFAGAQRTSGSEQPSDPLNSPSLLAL
Rtt109 HAT inh: inhibitors of C. albicans Rtt109/Vps75 HAT, primary screen, biochemical, ThioGlo CoA-SH fluorescence, plate reader. Histone acetyltransferase RTT109 (Candida albicans (strain SC5314 / ATCC MYA-2876)), …. purified Rtt109/Vps75, 4 h. inhibition, % at 34.9 µM. 330,000 compounds, 0.16% hits;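 active = inhibition of at least 50% in every replicate; inconclusive = best replicate reaches 50% inhibition but some replicates fall short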
Target sequence (Q5AAJ8 whole entry, looked up): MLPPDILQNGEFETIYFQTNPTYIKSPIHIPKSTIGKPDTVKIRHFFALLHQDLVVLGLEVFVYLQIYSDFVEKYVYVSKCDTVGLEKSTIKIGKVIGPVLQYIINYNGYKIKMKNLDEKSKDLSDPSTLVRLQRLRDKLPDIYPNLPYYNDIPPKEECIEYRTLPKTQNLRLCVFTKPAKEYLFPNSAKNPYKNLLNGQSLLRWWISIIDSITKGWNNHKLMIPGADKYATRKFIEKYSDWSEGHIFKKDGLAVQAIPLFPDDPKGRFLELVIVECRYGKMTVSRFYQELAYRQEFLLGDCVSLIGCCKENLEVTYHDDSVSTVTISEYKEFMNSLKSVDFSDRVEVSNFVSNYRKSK
CAL PDZ FP-1: untagged CAL PDZ binding inhibitors, primary screen, biochemical, fluorescence polarization, HTS | Golgi-associated PDZ and coiled-coil motif-containing protein (Homo sapiens), Q9HD26 | purified CAL PDZ, TMR-peptide fluorescence polarization, 1 h | inhibition, % at 24.9 µM | 300,000 compounds, 0.92% hits | AID 602252, 2012;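 active = mean inhibition of at least 30% with at least half of replicates also reaching 30%; inconclusive = no clear call, values can overlap the other calls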;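 also: 0% = DMSO neutral control and 100% = excess unlabeled competitor peptide PRC23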
PfHsp90 yeast 2: growth inhibition of PfHsp90-expressing yeast, primary screen, antimalarial PfHsp90 inhibitor project, S. cerevisiae, BacTiter-Glo luminescence, single point, set 2; BacTiter-Glo ATP, 48 h; yeast lacking PDR1 and PDR3 efflux regulators; AID 504621, 2011; inhibition, % at 9.4 µM; 310,000 compounds, 0.32% hits;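 active = every replicate shows inhibition above about 80%, whatever the replicate mean, limit read from the data; inconclusive = mean inhibition reaches the set limit but some replicate falls short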;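 also: 0% = DMSO neutral controls and 100% = 20 µM radicicol positive controls; yeast relying on Plasmodium falciparum Hsp90 in place of its own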
PvdQ inh: P. aeruginosa PvdQ acylase inhibitors, primary screen, biochemical, fluorescence, plate reader and imaging, single point; PvdQ acylase [Pseudomonas aeruginosa LESB58]; purified PvdQ acylase; inhibition, % at 10 µM; 340,000 compounds, 0.063% hits; AID 488965, 2010; in the data active = inhibition above about 30%, passing the limit was not always enough; inconclusive = no clear call, values can overlap the other calls;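 also: 0% = vehicle neutral wells and 100% = reference inhibitor wells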
CAL PDZ FP-2: CAL PDZ peptide-binding inhibitors, primary screen, biochemical, fluorescence polarization, Cer-tagged CAL PDZ, HTS. purified CAL PDZ, TMR-peptide fluorescence polarization, 1 h. inhibition, % at 20 µM. 330,000 compounds, 0.02% hits. AID 504414, 2011;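 active = highest replicate inhibition of at least 40%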;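 also: plate controls were DMSO neutral control wells for no effect and unlabeled competitor peptide control wells for full effect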
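Control set: unlabelled peptide and DMSO controls / Material: purified CerCALP PDZ construct / Timing: 1 h incubation at room temperature before polarization reading / Doses: 20 µM, one dose / Detection: fluorescence polarization (mP)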
NSD2 HMT inh: NSD2 histone methyltransferase inhibitors, primary screen, biochemical, AlphaScreen, single concentration, set 2; Histone-lysine N-methyltransferase NSD2 (Homo sapiens), O96028; NSD2 peptide methylation, 120 min; inhibition, % at 12.5 µM; 310,000 compounds, 0.54% hits; AID 743445, 2014; in the data active = inhibition above about 50%
MITF act: activators of MITF-driven TRPM1 promoter reporter, primary screen, cell-based, SK-MEL-5, luciferase, single point; SK-MEL-5 TRPM1-promoter luciferase, 24 h; % of positive control, neutral wells = 0; activation, % at 12.5 µM; 300,000 compounds, 0.75% hits;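 active = mean activation of at least 80% with every replicate also reaching 80%; inconclusive = mean reaches 80% but some replicate falls short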;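 also: 0% = neutral control wells and 100% = parthenolide positive control wells; values of inactives mirror those of a sister screen read the other way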
An asterisk follows results filed as active.

For COc1ccc(C2(OC)Oc3cc(OC)ccc3C(=O)C2(O)OC)cc1 (configuration not stated) the results were SR-BI uptake up -9, SR-BI HDL uptake 9, dFosB act -7, Rtt109 HAT inh 8, CAL PDZ FP-1 3, PfHsp90 yeast 2 9, PvdQ inh 1, CAL PDZ FP-2 -0.5, NSD2 HMT inh -16 and MITF act 1.
`O=c1c2ccccc2oc2cc(NCCCN3CCOCC3)ccc12` gave SR-BI uptake up 7, SR-BI HDL uptake -7, dFosB act inconclusive, Rtt109 HAT inh -5, CAL PDZ FP-1 -2, PvdQ inh 0, CAL PDZ FP-2 -0.5 and MITF act 106*.
`CC(C)C(=O)Nc1nc2cc3c(cc2s1)OCCO3` gave dFosB act -8, Rtt109 HAT inh 4, CAL PDZ FP-1 -4, PfHsp90 yeast 2 5, PvdQ inh 4, CAL PDZ FP-2 -1.4, NSD2 HMT inh -3 and MITF act 8.
O=C(Nc1cccc([N+](=O)[O-])c1)N1CCCCCC1 was read as SR-BI uptake up -3, SR-BI HDL uptake 3, dFosB act -3, Rtt109 HAT inh -7, CAL PDZ FP-1 1, PfHsp90 yeast 2 5, PvdQ inh 5, CAL PDZ FP-2 -0.4, NSD2 HMT inh 0 and MITF act -1.
For NC(=O)C(c1ccc(Br)cc1)c1ccc(C(=O)c2ccccc2)cc1 (configuration not stated) the results were SR-BI uptake up 7, SR-BI HDL uptake -7, dFosB act -16, Rtt109 HAT inh -4, PfHsp90 yeast 2 -24, PvdQ inh -16, CAL PDZ FP-2 -1.3, NSD2 HMT inh -5 and MITF act -15.
Screening CC(=O)c1sc(Nc2nc3cc4c(cc3s2)OCO4)nc1C returned SR-BI uptake up -13, SR-BI HDL uptake 13, dFosB act -9, Rtt109 HAT inh -5, CAL PDZ FP-1 1, PvdQ inh -6, CAL PDZ FP-2 0.8, NSD2 HMT inh 16 and MITF act 3.
`COc1ccc(/C=N/Nc2nccnc2Cl)c(OC)c1` gave SR-BI uptake up -39, SR-BI HDL uptake 39, dFosB act -4, Rtt109 HAT inh 24, CAL PDZ FP-1 0, PfHsp90 yeast 2 13, PvdQ inh -12, CAL PDZ FP-2 0.1, NSD2 HMT inh -2 and MITF act 88*.
`Cc1cc(C)n(C(=O)CSc2nc3ccccc3o2)n1` gave SR-BI uptake up 3, SR-BI HDL uptake -3, dFosB act -11, Rtt109 HAT inh 7, PfHsp90 yeast 2 12, PvdQ inh -4, CAL PDZ FP-2 -2.2, NSD2 HMT inh -1 and MITF act 7.
Cc1ccccc1NC(=S)N1CCC(NC(=O)c2ccco2)CC1 was read as SR-BI uptake up 6, SR-BI HDL uptake -6, dFosB act 1, Rtt109 HAT inh 1, CAL PDZ FP-1 -2, PfHsp90 yeast 2 -13, PvdQ inh 6, CAL PDZ FP-2 -3.4, NSD2 HMT inh 1 and MITF act -16.
For Clc1cccc(NCc2cn3cccnc3n2)c1 the results were SR-BI uptake up 5, SR-BI HDL uptake -5, dFosB act 0, Rtt109 HAT inh 2, CAL PDZ FP-1 -2, PfHsp90 yeast 2 2, PvdQ inh -21, CAL PDZ FP-2 -1.2, NSD2 HMT inh 1 and MITF act 13.
Screening COc1ccc(NC(=O)Nc2nnc(C(C)C)s2)cc1 returned SR-BI uptake up 2, SR-BI HDL uptake -2, dFosB act 1, Rtt109 HAT inh 1, CAL PDZ FP-1 -12, PfHsp90 yeast 2 -13, PvdQ inh 2, NSD2 HMT inh 9 and MITF act 40.
For O=C(Cc1ccc(S(=O)(=O)N2CCOCC2)s1)NCC(=O)Nc1ccccc1Br the results were SR-BI uptake up -1, SR-BI HDL uptake 1, dFosB act -2, Rtt109 HAT inh -6, CAL PDZ FP-1 0, PfHsp90 yeast 2 -11, PvdQ inh 0, CAL PDZ FP-2 0.1 and MITF act 3.
`Cc1ccc(Cl)cc1NS(=O)(=O)c1ccc2oc(=O)ccc2c1` gave dFosB act -14, Rtt109 HAT inh 2, CAL PDZ FP-1 -3, PfHsp90 yeast 2 16, PvdQ inh -4, CAL PDZ FP-2 -2.7 and NSD2 HMT inh 1.
`Cc1cnc(C(=O)Nc2ccc(F)cc2)cn1` gave SR-BI uptake up 17, SR-BI HDL uptake -17, dFosB act 1, Rtt109 HAT inh 0, CAL PDZ FP-1 0, PfHsp90 yeast 2 -9, PvdQ inh -4, CAL PDZ FP-2 0.1, NSD2 HMT inh 1 and MITF act 52.
O=C(COc1cccc2cccnc12)N1CCc2ccccc2C1 was read as SR-BI uptake up -2, SR-BI HDL uptake 2, dFosB act -6, Rtt109 HAT inh -18, CAL PDZ FP-1 -4, PfHsp90 yeast 2 2, PvdQ inh -14, CAL PDZ FP-2 -4.1, NSD2 HMT inh 0 and MITF act -3.
For COc1ccc(N2CCN(C(=O)CSc3nnc(CNc4ccccc4)o3)CC2)cc1 the results were SR-BI uptake up -39, SR-BI HDL uptake 39, dFosB act -4, Rtt109 HAT inh 0, CAL PDZ FP-1 1, PvdQ inh 1, CAL PDZ FP-2 -1.5 and MITF act -9.
`O=C(COc1ccccc1F)Nc1ccc(N2CCOCC2)cc1N1CCOCC1` gave SR-BI uptake up -15, SR-BI HDL uptake 15, dFosB act 1, Rtt109 HAT inh -1, CAL PDZ FP-1 -18, PvdQ inh -12, CAL PDZ FP-2 -1.2, NSD2 HMT inh -1 and MITF act -9.
For CC1=C(C(=O)N2CCOCC2)C(c2ccc(-c3ccccc3)cc2)NC(=S)N1 (configuration not stated) the results were SR-BI uptake up -26, SR-BI HDL uptake 26, dFosB act -9, Rtt109 HAT inh 0, CAL PDZ FP-1 -4, PfHsp90 yeast 2 6, PvdQ inh -11, CAL PDZ FP-2 2.6, NSD2 HMT inh 0 and MITF act 6.
For Cc1cc(NC(=O)C2CCN(S(=O)(=O)c3cccs3)CC2)no1 the results were SR-BI uptake up 15, SR-BI HDL uptake -15, dFosB act 3, Rtt109 HAT inh -6, PfHsp90 yeast 2 22, PvdQ inh -13, CAL PDZ FP-2 -0.1, NSD2 HMT inh -4 and MITF act -11.
CC1(C)CC(=O)C(C=NCCC2=CCCCC2)=C(O)C1 was read as SR-BI uptake up 3, SR-BI HDL uptake -3, dFosB act -9, CAL PDZ FP-1 -4, PfHsp90 yeast 2 1, PvdQ inh -10, CAL PDZ FP-2 -1.9, NSD2 HMT inh 2 and MITF act -2.
`Cc1nc(OCc2ccccc2)c2sc3nc4c(cc3c2n1)COC(C)(C)C4` gave SR-BI uptake up -48, SR-BI HDL uptake 48, dFosB act -9, Rtt109 HAT inh -2, CAL PDZ FP-1 -6, PfHsp90 yeast 2 5, PvdQ inh -7, CAL PDZ FP-2 -3.2 and MITF act 0.
Screening CCOC(=O)c1c(NC(=O)c2cc(-c3ccc(Cl)s3)nc3ccccc23)sc(C(N)=O)c1C returned SR-BI uptake up -7, SR-BI HDL uptake 7, dFosB act -2, Rtt109 HAT inh -11, CAL PDZ FP-1 -1, PfHsp90 yeast 2 -70, PvdQ inh -2, CAL PDZ FP-2 -1.4, NSD2 HMT inh 0 and MITF act -9.
For O=C(OCc1cccc2ccccc12)C1CC(=O)N(c2ccccc2)C1 (configuration not stated) the results were SR-BI uptake up 34, SR-BI HDL uptake -34, dFosB act -5, Rtt109 HAT inh 7, CAL PDZ FP-1 -2, PfHsp90 yeast 2 10, PvdQ inh -9, CAL PDZ FP-2 0.4 and NSD2 HMT inh 79*.
O=C(O)c1cccc2c(-c3ccccc3)c(-c3ccccc3)[nH]c12 was read as SR-BI uptake up 14, SR-BI HDL uptake -14, dFosB act -16, Rtt109 HAT inh -4, CAL PDZ FP-1 0, PfHsp90 yeast 2 -2, PvdQ inh 7, CAL PDZ FP-2 -0.2, NSD2 HMT inh 5 and MITF act 6.
`COc1cccc(OC)c1C(=O)Nc1ccc(C(=O)c2ccncc2)cc1` gave SR-BI uptake up -8, SR-BI HDL uptake 8, dFosB act 0, Rtt109 HAT inh -4, CAL PDZ FP-1 -2, PfHsp90 yeast 2 -14, PvdQ inh -8, CAL PDZ FP-2 -1.0, NSD2 HMT inh 0 and MITF act 8.
Cc1cc(C)cc(-n2ccnc2SCC(=O)c2c(N)n(C3CC3)c(=O)[nH]c2=O)c1 was read as SR-BI uptake up 27, SR-BI HDL uptake -27, dFosB act -6, Rtt109 HAT inh 2, CAL PDZ FP-1 -1, PfHsp90 yeast 2 15, PvdQ inh -8, CAL PDZ FP-2 -0.2, NSD2 HMT inh -2 and MITF act 1.
`Cc1ccc(S(=O)(=O)N2CCCCC2)cc1NC(=O)CNCc1ccco1` gave dFosB act -9, Rtt109 HAT inh 1, CAL PDZ FP-1 -7, PfHsp90 yeast 2 -10, PvdQ inh -19, CAL PDZ FP-2 -0.1, NSD2 HMT inh -1 and MITF act -4.
O=C(Cc1ccc(Br)cc1)NC1CCCc2ccccc21 (configuration not stated) was read as SR-BI uptake up 7, SR-BI HDL uptake -7, dFosB act -16, Rtt109 HAT inh -13, CAL PDZ FP-1 1, PfHsp90 yeast 2 -32, PvdQ inh -5, CAL PDZ FP-2 -2.8 and MITF act 1.
For O=C(CN(Cc1ccco1)C(=O)Cn1nnc(-c2cccs2)n1)NCc1ccccc1 the results were SR-BI uptake up -11, SR-BI HDL uptake 11, dFosB act 1, Rtt109 HAT inh -5, CAL PDZ FP-1 -1, PfHsp90 yeast 2 -21, PvdQ inh 8, CAL PDZ FP-2 -2.6, NSD2 HMT inh 0 and MITF act -5.

Source: PubChem BioAssay (Broad Institute)
